# S3 lipid droplet: qHTS Assay for Lipid Storage Modulators in Drosophila S3 Cells | Drosophila S3 cells, BODIPY lipid droplet fluorescence, 18-24 h; cells fed with added oleic acid | Potency in µM for hits, for the others lipid storage change, negative = inhibition, % at the top dose, mostly 46.1 µM | hit rate 0.64% among 320,000; active = well fitted inhibition curve with a large enough effect in the signal ratio, with a control signal flat, not every such curve was filed as active; inconclusive = small, poorly fitted or top-dose-only effect, or effect the other way, or a change in a side signal; the % refers to the signal ratio
#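 Drosophila S3 cells got compounds at several concentrations plus oleic acid (400 uM solution). Laser-scanning cytometry with 488 nm excitation read lipid droplets at 500-530 nm and cells at 575-640 nm. Percent activity was relative to 20 uM Triacsin C.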
# S3 lipid droplet cell count max: second read-out of S3 lipid droplet, no call of its own (marks repeat the call); cell number change, %; measured here: cell count max response;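 cells counted by Cell Tracker Red CMTPX staining in the red channel; peak over a dose series mostly up to 46.1 µM; percent activity relative to internal control wells on each plate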
# * = called active by the depositor; i = inactive; ? = inconclusive; . = no result given; [ ] = dose if it differs, or a comment. % is scaled to controls: 0 for no effect and ±100 for the full control effect; potency is read from the fitted curve at half-maximal effect. Some of the compounds tested. The share of hits here may be higher or lower than overall.
Structure	S3 lipid droplet	S3 lipid droplet cell count max
CN(CC(=O)Nc1ccc(N2CCOCC2)cc1)CC(=O)Nc1ccccc1[N+](=O)[O-]	?	.
CCNc1ccc(S(=O)(=O)N(C)C)cc1NCC(=O)Nc1c(F)cccc1F	-1%	-14
Cc1ccc(NC(=O)c2ccc(COc3ccccc3)o2)nc1	?	.
CSCCC(NC(=O)COc1ccccc1)C(=O)N1CCCC(C(F)(F)F)C1 (centres undefined)	22%	.
c1ccc2c(c1)ncc1cccn12	10%	12
O=C(CSc1nnc(C2CC2)n1C1CC1)c1ccc(F)cc1	?	.
COc1ccc(OC)c(NC(=S)NCc2cccs2)c1	3%	8
Cc1ccc(C2CC(c3cccc(C)c3)n3ncnc3N2)cc1 (centres undefined)	?	.
CCCCNCc1cc(OC)c(OCC(N)=O)cc1Br	7%	4
Cn1c(=O)c2c(ncn2CC(=O)OCC(=O)Nc2cc(Cl)ccc2Cl)n(C)c1=O	?	.
CC1CC(C)CN(CCCNC(=O)c2csc3c2CCCC3)C1 (centres undefined)	?	.
CC1CCCN(S(=O)(=O)c2ccc(C(=O)Nc3sc4c(c3C(N)=O)CCN(C)C4)cc2)C1 (centres undefined)	-25%[0.369 µM]	1
Cc1cc2ccccn2c1C(=O)c1ccccc1Br	i	-4
CCCCSc1cc(C)nc2ncnn12	?	.
C=C(C)Cn1c(CCCNC(=O)C(C)(C)C)nc2ccccc21	-9%	.
CC(C)(CC(=O)OCC(=O)Nc1ccccc1F)CC1=NS(=O)(=O)c2ccccc2N1	i	.
O=C1N(Cc2cccc(Cl)c2)C[C@@H]2C[C@@H](c3cccn3-c3ccccn3)N3CCC[C@@]123	i	-3
COC1CCN(Cc2c(C(=O)N3CCN(C4CCCCC4)CC3)nc3ccccn23)CC1	?	.
CCOC(=O)N1CCN(S(=O)(=O)N(C)C)CC1	?	.
Cc1cccc(C)c1NC(=O)C[N+](C)(C)CC(O)COc1cccc2ccccc12 (centres undefined)	?	.
COc1cc(-c2cc(=O)c3ccccc3o2)ccc1O	?	.
CC(C)Sc1nnc(SCC(=O)N(C)C2CCS(=O)(=O)C2)s1 (centres undefined)	?	.
CC(Oc1cccc(Cl)c1)C(=O)Nc1cc(S(=O)(=O)N2CCOCC2)ccc1N1CCCCC1 (centres undefined)	?	.
O=P(c1ccccc1)(c1ccccc1)c1nc(-c2ccc(Cl)cc2)oc1N1CCOCC1	?	.
COc1ccc(OC)c(-c2cc(C(=O)NCc3cccs3)no2)c1	1%	-2

# Remaining list, next part:
Structure	S3 lipid droplet	S3 lipid droplet cell count max
O=C(C1CCN(c2nnc(-n3cccc3)s2)CC1)N1CCN(c2cccc(C(F)(F)F)c2)CC1	?	.
COc1cc(C(=O)c2cocc2C(=O)c2ccc3c(c2)OCO3)cc(OC)c1OC	?	.
Cc1cc(Oc2cnn(C(C)(C)C)c(=O)c2Cl)cc(C(C)C)c1	?	.
O=C1[C@H]2[C@@H](C(=O)N1c1cc(Cl)cc(Cl)c1)[C@]1(C(=O)Nc3ccccc31)N1CCC[C@@H]21	6%	-4
CCOC(=O)NN1C(=O)c2ccccc2NC1c1ccc(N(C)C)cc1 (centres undefined)	-4%	-6
COc1cccc(CC2(CO)CCCN(Cc3cn[nH]c3-c3ccc(F)cc3)C2)c1 (centres undefined)	0%	4
Cn1cccc1/C=N/n1c(-c2ccc(C(C)(C)C)cc2)n[nH]c1=S	?	.
CCN(CC)c1ccc(N)cc1	?	.
CCOC(=O)C1=C(C)NC2=C(C(=O)CC(C)(C)C2)C1c1ccc2c(c1)CCCN2C (centres undefined)	?	.
Cc1nn(C)c(C)c1CCC(=O)NC1CC(C)(C)Cc2c1cnn2-c1ccccc1 (centres undefined)	?	.
CCN(C(=O)CSc1nnc(Cn2nnc3ccccc32)o1)c1nc(C)cs1	0%	-3
O=C(c1ccc(NC(=S)NCc2ccco2)cc1)N1CCCCC1	24%	.
O=C(NCCN1CCOCC1)c1cc(Br)ccc1Cl	6%	-1
CCOc1ccccc1NC(=O)Cn1nnc(C(=O)NCc2cccs2)c1N	?	.
Cc1cnc(-c2nnc(N(C)C(=O)c3ccccn3)s2)cn1	14%	6
COC(=O)c1ccc(NC(=O)C2CCN(S(C)(=O)=O)CC2)cc1	15%	3
Cc1cc(OC(C)C(=O)NCC(O)c2ccccc2)c2c(C)c(C)c(=O)oc2c1 (centres undefined)	?	.
N#Cc1ccccc1NC(=O)CC1CCCCC1	?	.
CCC(C)NC(=O)CCS(=O)(=O)c1ccc(Br)s1 (centres undefined)	-19%	0
Cc1ccc(OCc2ccc(-c3ccccc3)cc2)c([N+](=O)[O-])n1	i	.
COC(=O)CNC(=O)c1c(-c2ccccc2Cl)noc1C	?	.
Cc1cc(C)nc(SCNC(=O)c2ccc(F)cc2)n1	?	.
CS(=O)(=O)c1cccc(C(=O)OCC(=O)c2ccc3c(c2)OCCO3)c1	27%	.
O=C(Nc1ccc(CN2CCOCC2)cc1)c1cccc(-c2cc3ccccc3oc2=O)c1	?	.
COc1cc(-c2c(-c3ccc4c(c3)OCO4)noc2-c2ccsc2)ccc1F	?	.

# Continuation:
Structure	S3 lipid droplet	S3 lipid droplet cell count max
COc1ccc2cc(C#N)c(SCC(=O)NNC(=O)Cc3ccccc3)nc2c1	?	.
CCOc1cc(/C=C2\N=C(SCC)SC2=O)cc([N+](=O)[O-])c1OC(C)=O	?	.
COc1cccc(CNC(=O)c2ccc(C)c(NC3=NC4CS(=O)(=O)CC4S3)c2)c1 (centres undefined)	-12%	1
Cc1[nH]n(C)c(=O)c1C(=O)c1c(-c2ccccc2Cl)noc1C	?	.
COc1nc(-c2ccncc2)nc2ccccc12	-3%	5
CN1CCN(CC(=O)C23CC4CC(CC(C4)C2)C3)CC1	-4%	-7
CN(CC(=O)Nc1ccc(N2CCOCC2)cc1)C(=O)C12CC3CC(CC(C3)C1)C2	-1%	0
CCOc1cc(/C=N/NC(=O)c2ccncc2)ccc1OC(=O)c1ccccc1	13µM*	-17*
CCN(Cc1nc(-c2ccccc2)no1)C(=O)COc1cccc(OC)c1	?	.
CC1CC(=O)N(c2ccc(C(C)C)cc2)C(=O)C1	15%	8
O=C(Nc1ccnn1C1CCN(C(=O)c2c(F)cccc2F)CC1)C1CC1	-15%	-12
O=[N+]([O-])c1ccccc1/C=N/Nc1nnc(-c2ccccc2)c(-c2ccccc2)n1	23%	6
CN1c2ccccc2C(=O)C(=C2SCCCS2)S1(=O)=O	5%	0
COc1ccccc1C(=O)OCC(=O)NC12CC3CC(CC(C3)C1)C2	?	.
COc1ccccc1-c1nnc(SC(C)C(=O)Nc2ccc(C(N)=O)cc2)o1 (centres undefined)	?	.
Cc1ccccc1N/C(SCc1cccc(Br)c1)=C(/C#N)C(N)=O	?	.
Cc1ccc(S(=O)(=O)/N=C(\Nc2cc(C)on2)c2ccc(Cl)cc2)cc1	?	.
Cc1nc2cc(S(=O)(=O)N(C)C)ccc2n1-c1ccccc1	?	.
O=C(NC1CCN(C(=O)Nc2ccc(F)cc2)CC1)c1ccc(F)cc1	?	.
CCCNC(=O)Cn1cnc2sc(C(=O)N3CCN(c4ccc(F)cc4)CC3)c(C)c2c1=O	?	.
COc1ccc2nc(SCC(=O)N(C)C3CCCCC3)[nH]c2c1	?	.
CC(C)Cn1c(SCc2nc3ccccc3c(=O)[nH]2)nc2ccccc2c1=O	-1%	-1
[N-]=[N+]=CC(=O)C(c1ccccc1)(c1ccccc1)c1ccccc1	?	.
CS(=O)(=O)CCC(C(=O)OCC(=O)c1ccc(Cl)cc1)N1C(=O)c2ccccc2C1=O (centres undefined)	?	.
O=C(NC1CCCC1)c1cc(-c2ccccc2O)on1	?	.

# Record cards, from the list above.
# CC(C)Cn1c(SCc2nc3ccccc3c(=O)[nH]2)nc2ccccc2c1=O reads S3 lipid droplet = -1%; S3 lipid droplet cell count max = -1
# Cc1nc2cc(S(=O)(=O)N(C)C)ccc2n1-c1ccccc1 reads S3 lipid droplet = ?; S3 lipid droplet cell count max = .
# CN1c2ccccc2C(=O)C(=C2SCCCS2)S1(=O)=O reads S3 lipid droplet = 5%; S3 lipid droplet cell count max = 0

# Continued:
Structure	S3 lipid droplet	S3 lipid droplet cell count max
CCCOc1ccc(/C=c2\sc3nc(-c4ccco4)nn3c2=O)cc1OCC	i	.
Cc1ccccc1OCC(=O)Nc1ccc(C(=O)Nc2ccccc2C(=O)O)cc1	?	.
CC(=O)c1ccc(S(=O)(=O)NCC(=O)Nc2nc3ccccc3[nH]2)cc1	?	.
Cc1ccn(-c2cccc(-n3ccc(C)n3)n2)n1	?	.
N#C/C(=C\c1ccc(O)cc1)C(=O)NCc1ccccc1	12%	.
Cc1cc(C)c(NC(=O)CSc2nc(=O)n3cc(C)ccc3n2)c(C)c1	?	.
Cc1nnsc1C(=O)N/N=C/c1ccccc1Cl	?	.
O=C1SCCc2c1n(Cc1ccccc1)c1ccccc21	8%	7
CC(C)n1cc(CNC(=O)C2CCC(=O)N(Cc3ccccc3F)C2)cn1 (centres undefined)	?	.
CN(C)C(=O)c1cc(Br)ccc1Cl	?	.
O=C(CSc1nnc(-c2cccnc2)o1)Nc1ccc(Br)cc1	i	20
COc1ccc(NC(=O)CN2C(=O)c3ccccc3Sc3ccc(C(=O)N4CCOCC4)cc32)c(OC)c1	4%	9
Cc1ccc(CNC(=O)COC(=O)c2ccc(Cl)c(N)c2)cc1	9%	3
Cc1ccnc(SCc2cc(=O)c(OC(=O)c3ccccc3)co2)n1	-15%	-6
Cc1nc2ccccc2n1C(=O)N1CCOCC1	0%	-5
COc1cc(NC(=O)CN2CCN(C(=O)C3CCCO3)CC2)c(OC)cc1Cl (centres undefined)	-9%	-10
CCOC(=O)COc1cc(O)c2c(=O)cc(-c3ccccc3)oc2c1	26%	6
NC(=O)c1ccc[n+](CC(=O)c2ccc(Br)cc2)c1	?	.
C[C@]1(C(=O)O)C=C[C@@H](Cc2ccccc2)N1C(=O)c1ccccc1	12%	1
CC(C)N(C(=O)c1nn(C)c2c1CSc1ccccc1-2)C1CCCCC1	i	-16
CN1C(=O)CC2(CC(=O)N(Cc3ccccc3)C2)C1=O (centres undefined)	0%	0
CC(O)Cn1c(N2CCCC2)nc2c1c(=O)[nH]c(=O)n2C (centres undefined)	?	.
CC(OC(=O)CCOc1ccccc1)C(=O)NC1CC1 (centres undefined)	-13%	-6
Cc1nnc(N2CCN(Cc3ccccc3)CC2)[nH]c1=O	?	.
Cc1ccc(C(=O)N2CCN(S(=O)(=O)c3ccccc3)CC2)cc1	?	.

# Next structures follow.
Structure	S3 lipid droplet	S3 lipid droplet cell count max
CCn1ncc(Br)c1C(=O)Nc1ccccc1OC	-4%	-16
Cc1ccc(NC(=O)N2CCC(NC(=O)c3ccccc3C)CC2)cc1	?	.
CC(C)c1nc2ccccn2c1NC1CCCCC1	0%	-1
O=C(NC1CCN(C(=O)NC2CCCCC2)CC1)c1cccc(F)c1	?	.
CC1(C)Cc2nc3sc4c(NCCO)ncnc4c3cc2CS1	-7%	6
CCNc1c(NC(=O)COc2ccc(Cl)cc2)c(=O)oc2ccccc12	-12%	20
Cc1ccc(N2C(=O)c3ccccc3C2=O)nc1	-2%	-9
CC1(C)Cc2c(sc(NC(=O)COc3ccc(Cl)cc3Cl)c2C(N)=O)C(C)(C)N1	?	.
Cn1c(SCC2CCCCC2)nnc1-c1ccncc1	?	.
CS(=O)(=O)N1CCN(c2ccccc2NC(=O)Cc2ccc(Cl)cc2)CC1	i	.
COc1ccc(CSc2nnnn2Cc2ccccc2)cc1OC	i	-14
CSc1nc(O)c(Nc2cccc(Cl)c2)c(=O)[nH]1	-1%	11
CC(C)c1ccccc1OCC(O)CN1CCN(S(=O)(=O)c2ccc([N+](=O)[O-])cc2)CC1 (centres undefined)	?	.
O=C(CCCc1c[nH]c2ccccc12)N1CCCCCC1	?	.
CCOC(=O)CNC(=O)C12CC3CC(CC(C3)C1)C2	?	.
Cc1ccc(S(=O)(=O)Nc2csc(C)c2C(=O)O)cc1	-6%	9
COc1ccc(C(=O)NCCCCCC(=O)N/N=C/c2ccco2)cc1OC	?	.
NC(=O)CN(c1ccc(Oc2ccccc2)cc1)S(=O)(=O)c1ccccc1	?	.
CCOC(=O)c1cnc(-n2nc(C)cc2C)nc1NNc1cc(-c2ccccc2)nc(C)n1	-7%	-12
CC(C)CCN(C(=O)Nc1ccccc1)C(C)c1cccs1 (centres undefined)	i	.
O=[N+]([O-])c1cccc2c(N3CCOCC3)ccnc12	-3%	3
COc1ccc(N/C=C(\C#N)c2ccc(OCCCF)cc2)cc1	i	-13
Cc1ccc(S(=O)(=O)n2cnc3ccccc32)c(C)c1	i	20
COc1ccc(C(=O)Nc2cc(C)on2)cc1S(=O)(=O)N1CC(c2ccccc2)CC1=O (centres undefined)	0%	7
CS(=O)(=O)c1ccc(Cl)c(NC(=O)COC(=O)CNC(=O)c2cccs2)c1	?	.

# Some of the entries so far, with two lines to a compound.
# Screens in order – S3 lipid droplet, S3 lipid droplet cell count max
CS(=O)(=O)CCC(C(=O)OCC(=O)c1ccc(Cl)cc1)N1C(=O)c2ccccc2C1=O (centres undefined)
    ?, .
O=C(NC1CCCC1)c1cc(-c2ccccc2O)on1
    ?, .

# Screening results (PubChem)
